Screens (PubChem)
CHO parental Ca: ATP-evoked calcium signal inhibitors, parental CHO, primary screen, counter-screen for OX1R antagonist project, cell-based, fluorescence, Fluo-8 calcium dye; parental CHO-K1, ATP-induced calcium, Fluo-8 fluorescence; inhibition, % at 5.6 µM; 330,000 compounds, 0.63% hits; AID 463079, 2010;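 active = inhibition above that plate's mean sample inhibition plus 3 SD, cut at about 26% in these data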;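 also: 0% = ATP-challenged DMSO wells and 100% = DMSO wells without ATP; some compounds past the cut are filed as inactive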
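Material – parental CHO cells · Reagent – ATP stimulus · Compound – single nominal dose of 5.6 µM per compound · Detection – Fluo-8 fluorescence · Read-out basis – percent inhibition of calcium signal · Controls – ATP-challenged DMSO wells low, unchallenged DMSO wells high · Repeats – no replicates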
M1 PAM parental: nonselective calcium activators in parental CHO-K1 cells, primary screen, counter-screen for M1 PAM project, cell-based, Fluo-8 calcium fluorescence, full deck, 1536-well | ATP EC20; 0% at ATP EC20, 100% at ATP max | 360,000 compounds, 0.02% hits | activation, % at 3 µM;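 active = activation above the run cutoff, the mean activation of all test compounds plus 3 SD, cut at about 40% in these data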;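 also: peak over basal fluorescence ratio in a 140 s read after ATP addition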
CHO-K1 Ca antag: M1 antagonist counterscreen hit in parental CHO-K1 cells; ATP-induced calcium, Fluo-8 fluorescence; inhibition, % at 3 µM; 360,000 compounds, 0.6% hits; AID 602250;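 active = inhibition above a per-plate cutoff, the plate's mean sample inhibition plus 3 SD, cut at about 24% in these data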;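 also: 0% = DMSO plus EC80 ATP and 100% = DMSO alone without ATP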
OXTR potentiator: human OXTR potentiators, primary screen, fluorescence, CHO-OTR cells, Fluo-8 calcium. Fluo-8 calcium fluorescence, potentiator mode; 0% = oxytocin EC15, 100% = EC100. 320,000 compounds, 0.061% hits. activation, % at 3 µM. AID 2445, 2010;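 active = activation above that plate's cutoff, the mean activation of tested compounds plus 3 SD, cut at about 6.6% in these data, passing the limit was not always enough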;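 also: 100% uses oxytocin at 75 nM as the full agonist control; some results filed as inactive read as strong as hits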
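System: human OTR in CHO cells / Also added: sub-maximal oxytocin, roughly EC15 / Control set: EC15 oxytocin low, 75 nM oxytocin high / Schedule: 6 min compound pre-incubation at room temperature, 100 s kinetic read / Compound: single-point 3.0 µM / Replication: singlicate / Technique: Fluo-8 calcium dye fluorescence / Read-out basis: % activation of max/min ratio relative to oxytocin controls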
M1 ag: human M1 muscarinic receptor agonists, primary screen, Fluo-8 calcium fluorescence, CHO-K1 cells, HTS; Muscarinic acetylcholine receptor M1 (Homo sapiens), P11229; activation, % at 3 µM; CHO-K1 hM1, agonist mode; 0% DMSO, 100% acetylcholine EC100; 360,000 compounds, 0.33% hits;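 active = activation above the run's mean compound activation plus 3 SD, cut at about 16% in these data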;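 also: peak over basal fluorescence ratio within a 140 s kinetic read after compound addition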
Target sequence (P11229 whole entry, looked up): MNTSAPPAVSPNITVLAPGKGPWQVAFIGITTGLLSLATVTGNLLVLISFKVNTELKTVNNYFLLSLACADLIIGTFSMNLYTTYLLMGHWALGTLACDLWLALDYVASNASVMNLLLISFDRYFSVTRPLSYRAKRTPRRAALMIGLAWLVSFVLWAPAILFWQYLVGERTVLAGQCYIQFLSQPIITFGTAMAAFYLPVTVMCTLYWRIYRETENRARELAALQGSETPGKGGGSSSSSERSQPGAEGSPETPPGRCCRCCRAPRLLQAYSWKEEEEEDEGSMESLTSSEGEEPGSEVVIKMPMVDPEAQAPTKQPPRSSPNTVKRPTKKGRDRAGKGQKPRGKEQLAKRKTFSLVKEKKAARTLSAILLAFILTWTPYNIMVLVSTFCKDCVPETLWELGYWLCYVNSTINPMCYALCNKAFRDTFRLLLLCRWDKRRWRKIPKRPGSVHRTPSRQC
TAAR1 agonist: human TAAR1 agonists, primary screen, Fluo-8 calcium fluorescence, CHO RD-HGA16 cells | activation, % at 3 µM | vehicle wells 0%, saturating PEA agonist 100% | 360,000 compounds, 0.99% hits;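 active = activation above the mean activation of all test compounds in the run plus 3 SD, cut at about 38% in these data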
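Assay system – CHO-derived RD-HGA16 cells with stable Gα16 and human TAAR1 · Compound dosing – one-point dosing at 3 µM (nominal) · Incubation – 17-24 h seeding, 75 min 37 °C dye, 30 min RT · Measured by – kinetic Fluo-8 calcium fluorescence · Control set – DMSO vehicle as 0%, PEA at EC100 as 100% · Repeats – single well for each compound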
CHO-K1 Ca ag: counter-screen for M1 agonists: effect in parental CHO-K1 cells; Fluo-8 calcium fluorescence; scaled to maximal ATP response, vehicle zero; activation, % at 3 µM; 360,000 compounds, 0.48% hits; AID 602248, 2012; in the data active = activation above about 15%;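 also: untransfected CHO-K1 host cells lacking M1 receptor as counterscreen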
V1R ag counter: agonists of human V1a receptor, primary screen, counter-screen for OXTR agonist project, fluorescence, CHO-V1R cells; Vasopressin V1a receptor (Homo sapiens), P37288; Fluo-8 calcium fluorescence, agonist mode; 0% DMSO, 100% 3 nM vasopressin; activation, % at 3 µM; 320,000 compounds, 0.25% hits; AID 2797, 2010;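 active = activation above the mean activation of all tested compounds plus 3 SD, per screening run, cut at about 20% in these data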;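 also: signal is peak over basal fluorescence ratio across a 100 second FLIPR read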
Target sequence (P37288 whole entry, looked up): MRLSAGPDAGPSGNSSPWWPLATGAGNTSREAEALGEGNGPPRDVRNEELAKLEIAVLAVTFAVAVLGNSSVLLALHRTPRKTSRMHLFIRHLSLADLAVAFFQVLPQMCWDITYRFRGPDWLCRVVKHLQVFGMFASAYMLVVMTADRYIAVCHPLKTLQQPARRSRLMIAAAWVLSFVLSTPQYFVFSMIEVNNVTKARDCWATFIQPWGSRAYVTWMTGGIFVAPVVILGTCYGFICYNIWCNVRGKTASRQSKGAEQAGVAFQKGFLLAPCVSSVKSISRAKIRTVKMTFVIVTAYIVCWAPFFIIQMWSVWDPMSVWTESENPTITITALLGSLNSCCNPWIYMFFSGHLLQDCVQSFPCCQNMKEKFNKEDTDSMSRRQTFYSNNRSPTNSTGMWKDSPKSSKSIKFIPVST
TAAR1 antag: human TAAR1 antagonists, primary screen, Fluo-8 calcium fluorescence, CHO RD-HGA16 cells | inhibition, % at 3 µM | Trace amine-associated receptor 1 (Homo sapiens), Q96RJ0 | 360,000 compounds, 1.5% hits | antagonist;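 active = inhibition above a per-plate cutoff, the mean inhibition of test compounds on that plate plus 3 SD, cut at about 49% in these data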;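 also: 0% = DMSO plus EC80 beta-PEA response and 100% = DMSO alone without agonist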
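System: CHO RD-HGA16 cells bearing hTAAR1. Reagent: EC80 β-phenethylamine stimulus. Schedule: seeding 17-24 h prior, 75-min 37 °C, 30-min RT dye loading. Signal: Fluo-8 intracellular calcium dye fluorescence, real-time kinetic reads. Read-out: % inhibition from peak post-agonist over basal fluorescence ratio. Benchmarks: vehicle wells and EC80 agonist wells. Replicates: n of 1.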
An asterisk follows results filed as active; x = no result given; & = joins results of further samples.

Molecule	CHO parental Ca	M1 PAM parental	CHO-K1 Ca antag	OXTR potentiator	M1 ag	TAAR1 agonist	CHO-K1 Ca ag	V1R ag counter	TAAR1 antag
CCN(CC)c1ccc(C(=O)OCC(=O)Nc2ccccc2-c2ccccc2)cc1	67*	20	7	-15	-9	1	0.9	1.6	36
Cc1nnc(Nc2ccc(O)cc2)[nH]c1=O	7	7	5	-15	1	14	0.0	0.1	-4
Fc1ccc(NC(=S)N2CCN(c3ncccn3)CC2)cc1	-11	15	0	-6	-6	6	1.2	0.7	5
O=C1C=C(N2CCN(C(=O)c3ccccc3)CC2)C2(CCCCC2)O1	-12	23	-13	-10	-3	2	0.6	-0.8	-5
CCn1c(=O)cc(O)c2c(=O)n(C)c(=O)n(C)c21	-2	20	0	-10	-3	4	0.7	0.9	-4
COc1cccc(CNS(=O)(=O)c2cc3c(cc2C)NC(=O)CO3)c1	-4	19	-1	-6	-3	1	1.0	3.1	-10
O=C(COc1ccccc1Cc1ccccc1)Nc1cccc(S(=O)(=O)N2CCOCC2)c1	-18	15	-1	-5	0	2	2.9	2.1	25
C=CCNC(=S)N/N=C(\C)c1cc(OC)c(OC)c(OC)c1	-4	-2	-4	-6	-6	0	0.3	-0.2	4
Cc1nc(NC(=O)CN2CCN(c3cccc(Cl)c3)CC2)sc1C(=O)N(C)C	4	3	1	-9	2	-1	0.4	1.4	4
CCOC(=O)COc1ccc(/C=C2/SC(=Nc3ccccc3)N(Cc3cccnc3)C2=O)cc1OC	-27	-3	-4	-11	-4	2	0.0	0.2	12
O=S(=O)(CC(CN1CCCCC1)N1CCCCC1)c1ccc2ccccc2c1 (stereo unspecified)	x	15	-22	x	-15	-1	0.1	x	1
COCCOC(=O)c1c(C)oc2ccc(O)c(CN3CCC(C)CC3)c12	-22	13	-12	2	-10	1	0.8	-0.1	-27
C[C@@H]1CN([C@H](C)CO)C(=O)CCCn2nncc2CO[C@H]1CN(C)S(=O)(=O)c1cccc(C#N)c1	x	-3	1	x	-2	1	0.5	x	-3
CC(C)NC(=O)C1CCN(C2CCN(C(=O)c3cc4c(s3)CCCCC4)CC2)CC1	-34	25	-15	-10	-5	11	1.8	0.3	1
Cc1ccccc1CS(=O)(=O)c1ccc(C(=O)N2CCOCC2)cc1[N+](=O)[O-]	-15	-18	-8	-5	-3	3	2.6	2.7	-8
COC(=O)c1ccc(/C=N/NC(=O)c2ccc3nc[nH]c3c2)cc1	-8	-2	-5	-5	0	4	2.6	0.3	41

Limited to M1 ag, CHO parental Ca and M1 PAM parental (3 entries from above):
Molecule | M1 ag | CHO parental Ca | M1 PAM parental
Cc1nc(NC(=O)CN2CCN(c3cccc(Cl)c3)CC2)sc1C(=O)N(C)C | 2 | 4 | 3
CC(C)NC(=O)C1CCN(C2CCN(C(=O)c3cc4c(s3)CCCCC4)CC2)CC1 | -5 | -34 | 25
C[C@@H]1CN([C@H](C)CO)C(=O)CCCn2nncc2CO[C@H]1CN(C)S(=O)(=O)c1cccc(C#N)c1 | -2 | x | -3

Next part.
Molecule	CHO parental Ca	M1 PAM parental	CHO-K1 Ca antag	OXTR potentiator	M1 ag	TAAR1 agonist	CHO-K1 Ca ag	V1R ag counter	TAAR1 antag
Cc1ccc(OCC(=O)NS(=O)(=O)c2ccc(Cl)cc2)cc1	1	9	-15	-11	-2	0	1.0	0.0	-26
CC1=C(C(=O)Nc2ccccc2)C(c2ccccc2[N+](=O)[O-])NC(=O)N1 (stereo unspecified)	-1	13	7	-4	-6	8	0.1	0.9	-5
CCOC(=O)c1cnn(CCOC(=O)c2ccccc2)c1NC(=O)c1ccccc1	-10	29	-12	-4	-2	2	0.5	0.0	-2
CC(C)c1ccc(C(O)Cc2nc3ccccc3n2C)cc1 (stereo unspecified)	-6	9	-1	-1	0	8	4.0	-0.3	-12
O=C1C2C3C=CC(C2C(=O)N1C1CCCCC1)C1C2C(=O)N(C4CCCCC4)C(=O)C2C31 (stereo unspecified)	-1	8	-3	-3	-4	-1	0.4	0.7	-16
CCN1C/C(=C/c2cccs2)c2nc3ccccc3c(C(=O)O)c2C1	-3	12	0	-19	-7	0	0.8	0.2	-11
CCN1CCN(Cc2nc3c(c(=O)n(C)c(=O)n3C)n2CC(=O)c2ccccc2)CC1	-18	16	4	-4	-2	0	0.1	1.3	16
CCn1c(SCC(N)=O)nnc1-c1ccc2c(c1)OCO2	-1	1	-10	3	-3	9	-0.3	5.2	-6

Profiles from above.
CC1=C(C(=O)Nc2ccccc2)C(c2ccccc2[N+](=O)[O-])NC(=O)N1 (stereo unspecified) is listed as CHO parental Ca = -1; M1 PAM parental = 13; CHO-K1 Ca antag = 7; OXTR potentiator = -4; M1 ag = -6; TAAR1 agonist = 8; CHO-K1 Ca ag = 0.1; V1R ag counter = 0.9; TAAR1 antag = -5
CCn1c(SCC(N)=O)nnc1-c1ccc2c(c1)OCO2 is listed as CHO parental Ca = -1; M1 PAM parental = 1; CHO-K1 Ca antag = -10; OXTR potentiator = 3; M1 ag = -3; TAAR1 agonist = 9; CHO-K1 Ca ag = -0.3; V1R ag counter = 5.2; TAAR1 antag = -6

(further entries)
Molecule	CHO parental Ca	M1 PAM parental	CHO-K1 Ca antag	OXTR potentiator	M1 ag	TAAR1 agonist	CHO-K1 Ca ag	V1R ag counter	TAAR1 antag
Cc1ccc(NC(=S)N/C(=N/S(=O)(=O)c2ccccc2)c2ccccc2)cc1	5	29&15	-7&-14	-9	-3&-3	0&4	1.9&0.6	0.7	-16&-9
COc1cc(OC)cc(C(=O)NCC(=O)N2CCCCCCC2)c1	-10	8	-8	2	-4	0	0.7	0.6	6
CC(=O)C1=CCC(c2ccco2)N(S(=O)(=O)c2ccc(C)cc2)C1 (stereo unspecified)	x	7	7	x	-7	0	1.4	x	-33
CCN1C(=O)c2cccc3c(S(=O)(=O)Nc4ccc(O)c(C(=O)O)c4)ccc1c23	3	-8	10	-15	0	4	7.4	-1.6	-23
O=C(CSc1ccc(-c2ccccc2)nn1)N1CCN(c2ccccc2)CC1	-7	18	-6	3	-6	0	0.7	-0.5	8
CC(=O)c1cccc(NC(=O)C2CC(c3ccc(F)cc3)=NO2)c1 (stereo unspecified)	-6	6	-5	-10	-2	12	0.9	1.9	-5
CC(C)(C)OC(=O)NCCc1nnc(S(=O)(=O)Cc2ccc(Cl)cc2Cl)o1	24	3	-9	-13	-3	15	0.3	5.5	1
N#C/C(=C\c1ccc(-c2ccccc2)o1)C(=O)Nn1cnnc1	0	10	-6	-16	-3	6	0.4	0.5	3

(next part)
Key to letters: A = CHO parental Ca; B = M1 PAM parental; C = CHO-K1 Ca antag; D = OXTR potentiator; E = M1 ag; F = TAAR1 agonist; G = CHO-K1 Ca ag; H = V1R ag counter; I = TAAR1 antag
canonical_smiles: COc1ccc(C(C)(O)c2nc(-c3cccc(C(F)(F)F)c3)cs2)cc1 (stereo unspecified)
  A: x; B: -4; C: -3; D: x; E: -3; F: 1; G: 1.0; H: x; I: -3
canonical_smiles: CCOC(=O)N1CCC(Nc2c(NCCN3CCN(c4ccccc4F)CC3)c(=O)c2=O)CC1
  A: -8; B: -7&14; C: -4&-10; D: -1; E: -5&-5; F: 0&0; G: 0.2&0.7; H: -0.6; I: 21&-10
canonical_smiles: CC1(C(=O)NCc2ccc3c(c2)OCO3)CCN1Cc1csc2ccccc12 (stereo unspecified)
  A: x; B: 2; C: 3; D: x; E: -6; F: -2; G: 0.1; H: x; I: 23
canonical_smiles: CCOC(=O)c1c(C)[nH]c(C(=O)CSc2ccccc2)c1C
  A: 6; B: 16; C: -8; D: -25; E: -1; F: 5; G: 2.6; H: 3.7; I: -3
canonical_smiles: Cn1c(=O)c2c(nc(CN3CCC(Cc4ccccc4)CC3)n2CCN2CCOCC2)n(C)c1=O
  A: x; B: 14; C: 5; D: x; E: -5; F: 3; G: 2.2; H: x; I: 6
canonical_smiles: COc1ccccc1S(=O)(=O)CC(O)COc1ccc(C#N)cc1 (stereo unspecified)
  A: -12; B: 5; C: -10; D: 3; E: -1; F: 3; G: 0.4; H: 1.9; I: -4
canonical_smiles: Cc1ccc(S(=O)(=O)NC(=O)C2(C)CCN2C(=O)Cc2ccc(C(C)(C)C)cc2)cc1 (stereo unspecified)
  A: x; B: 7; C: -3; D: x; E: -2; F: 5; G: 0.3; H: x; I: -25
canonical_smiles: O=C(N/N=C/c1coc2ccccc2c1=O)c1ccc(Cl)cc1
  A: -2; B: -8; C: 11; D: 4; E: 0; F: 0; G: 2.9; H: 1.0; I: -2
canonical_smiles: Cc1c(NC(=O)Nc2ccccc2C(F)(F)F)c(=O)n(-c2ccccc2)n1C
  A: 8; B: 15; C: -15; D: -16; E: -5; F: 0; G: 1.5; H: -0.1; I: -9
canonical_smiles: COc1ccc(CCNC(=O)c2nnn(-c3cccc(C)c3)c2N)cc1OC
  A: -17; B: 6; C: 3; D: -1; E: 1; F: 8; G: 2.6; H: -0.5; I: 13
canonical_smiles: CC1CCCCC1NC(=O)C1CCN(S(=O)(=O)N2CCOCC2)CC1 (stereo unspecified)
  A: 9; B: 5; C: 2; D: -10; E: -3; F: 13; G: 0.4; H: 1.9; I: -19
canonical_smiles: Cc1nnc(SCC(=O)Nc2cccc(C(F)(F)F)c2)[nH]c1=O
  A: -7; B: 18; C: -7; D: -10; E: -2; F: 3; G: 0.7; H: -0.7; I: -10
canonical_smiles: COc1cc(OC)cc(-c2cc3nc(C)c(CCC(=O)Nc4nc(C)cs4)c(C)n3n2)c1
  A: -15; B: 5; C: 1; D: -5; E: 0; F: 7; G: -0.2; H: 0.3; I: 24
canonical_smiles: O=C(OCC(=O)N1CCc2ccccc21)c1ccc[nH]c1=O
  A: 3; B: -4; C: 6; D: -8; E: -3; F: 0; G: 0.2; H: 0.8; I: -7
canonical_smiles: O=S(=O)(c1cccs1)N1CCN(CCOc2ccccc2)CC1
  A: x; B: 5; C: -6; D: x; E: -3; F: 2; G: 3.1; H: x; I: -3
canonical_smiles: Cc1ccc(C(=O)N2c3ccccc3OCC2C)cc1 (stereo unspecified)
  A: -14; B: 14; C: -16; D: -10; E: -8; F: 3; G: 0.0; H: -1.4; I: -37
